E-selectin induc: E-selectin induction on HUVECs; HUVEC E-selectin immunofluorescence imaging; normalized: neutral wells 0, TNF-alpha wells 100; P16581; activation, % at 7.58 µM; 0.37% of 260,000 active;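 active = mean E-selectin-positive cell signal at least 10% of the positive control, reached in at least 60% of replicates, without over 20% cell loss; inconclusive = no rule given, readout overlaps actives, possibly toxicity-flagged; inactive = the rest, including those meeting only one limit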;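 note: in these data hits start at about 27%; measured in HUVEC primary endothelial cells; signal is the percent of cells scored E-selectin positive by PE staining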
Target sequence (P16581 whole entry, looked up): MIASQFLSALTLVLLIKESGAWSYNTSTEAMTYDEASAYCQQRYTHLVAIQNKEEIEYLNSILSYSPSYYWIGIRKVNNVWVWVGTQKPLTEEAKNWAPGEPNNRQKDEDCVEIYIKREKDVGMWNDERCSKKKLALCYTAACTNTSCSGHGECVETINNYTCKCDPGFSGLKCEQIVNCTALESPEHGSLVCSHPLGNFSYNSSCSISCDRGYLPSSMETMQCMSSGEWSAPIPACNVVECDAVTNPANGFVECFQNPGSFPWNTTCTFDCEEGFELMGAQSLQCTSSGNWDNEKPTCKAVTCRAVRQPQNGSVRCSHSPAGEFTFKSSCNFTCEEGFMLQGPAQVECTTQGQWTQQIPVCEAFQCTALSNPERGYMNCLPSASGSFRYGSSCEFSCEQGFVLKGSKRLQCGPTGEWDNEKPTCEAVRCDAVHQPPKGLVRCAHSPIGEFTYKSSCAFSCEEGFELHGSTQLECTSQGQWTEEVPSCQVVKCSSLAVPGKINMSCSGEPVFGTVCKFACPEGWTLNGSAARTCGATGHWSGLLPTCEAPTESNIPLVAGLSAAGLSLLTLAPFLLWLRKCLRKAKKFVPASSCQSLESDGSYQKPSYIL
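Test system – human umbilical vein endothelial cells (HUVEC), E-selectin induction · Input – 3,000 HUVEC seeded per well · Buffer or medium – EGM-2, gelatin · Compound dosing – single-point compound dose · Detection – immunofluorescence imaging · Measure – percent E-selectin-positive cells · Controls – TNF-alpha high, DMSO low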
DENV2 CPE: inhibitors of DENV2 cytopathic effect; DENV2-infected cells, cytopathic effect rescue, plate reader; CPE inhibition, % at 9.99 µM; 1.7% of 350,000 active; in the data active = CPE inhibition above about 20%, passing the limit was not always enough; inconclusive = no clear call, values can overlap the other calls; tested in BHK-21 cells;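 note: 0% = median of neutral control wells and 100% = median of positive control wells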
C2C12 statin: suppressors of simvastatin-induced myotoxicity in C2C12 myotubes. rescue of ATP level, % at 7.49 µM. ATP luminescence, 48 h; scaled: DMSO 0, geranylgeraniol control 100. 0.78% of 330,000 active;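 active = mean ATP rescue above about 67%, or every replicate alone reaching that limit, limit read from the data, passing the limit was not always enough; inconclusive = no clear call, values can overlap the other calls; inactive = mean under the limit and some replicate under it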;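 note: myotubes were challenged with 10 µM simvastatin during compound exposure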
ERp5 inh: inhibitors of human ERp5; ERp5 insulin aggregation, absorbance 650 nm, 90 min; Q15084; inhibition, % at 9.99 µM; 0.05% of 350,000 active;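 active = mean replicate inhibition above about 25%, with every replicate also reaching it, limit read from the data, passing the limit was not always enough; inconclusive = only one of those two criteria met; inactive = neither criterion met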
S100A4 inh HTS: inhibitors of human S100A4 binding to myosin IIA peptide. P26447. S100A4/TAMRA-MyoIIA peptide fluorescence polarization. inhibition, % at 10.7 µM. 0.14% of 360,000 active;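 active = mean inhibition of at least 70% across replicates, with every replicate also reaching that level; inconclusive = mean inhibition reaches 70% but some replicates fall short; inactive = mean inhibition below 70%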
Target sequence (P26447 whole entry, looked up): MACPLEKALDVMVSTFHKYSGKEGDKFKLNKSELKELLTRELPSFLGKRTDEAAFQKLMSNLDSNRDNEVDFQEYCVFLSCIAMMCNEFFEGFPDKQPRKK
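Compound dosing: one dose per compound; test system: human S100A4 monomer with TAMRA-labelled myosin IIA peptide; probe or stimulus: TAMRA-labelled myosin IIA heavy-chain peptide probe, 5 nM; medium: HEPES buffer with Ca2+, pH 7.2; schedule: 5 min incubation before reading; benchmarks: neutral control DMSO, positive control TFP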
SIRT5 inh: sirtuin-5 (human) deacylase inhibition | Q9NXA8 | Purified SirT5, succinyl-peptide AMC, trypsin-coupled fluorescence | inhibition, % at 15 µM | 1.1% of 330,000 active; in the data active = inhibition above about 15%; inconclusive = no clear call, values can overlap the other calls
Target sequence (Q9NXA8 whole entry, looked up): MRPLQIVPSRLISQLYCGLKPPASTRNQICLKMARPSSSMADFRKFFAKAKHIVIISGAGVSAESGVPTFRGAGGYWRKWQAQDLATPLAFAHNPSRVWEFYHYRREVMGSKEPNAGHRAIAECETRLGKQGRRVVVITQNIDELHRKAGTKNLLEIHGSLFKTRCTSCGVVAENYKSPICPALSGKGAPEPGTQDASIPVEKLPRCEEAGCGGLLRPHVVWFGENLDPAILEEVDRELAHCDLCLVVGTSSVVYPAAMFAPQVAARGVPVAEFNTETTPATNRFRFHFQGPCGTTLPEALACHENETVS
PglD inh: PglD (C. jejuni) enzyme inhibition; purified PglD enzyme, DTNB colorimetric CoA detection; inhibition, % at 12.5 µM; 0.098% of 360,000 active; in the data active = inhibition above about 16%, passing the limit was not always enough; inconclusive = no clear call, values can overlap the other calls; note: strong numbers were not always called active
* = called active by the depositor. Not all compounds are listed, so the mix of outcomes need not match the whole.

What do the screens show for `CCO[C@@H]1OC(C(=O)N2CCOCC2)=C[C@H](c2cn(C(C)=O)c3ccccc23)[C@H]1CCCO`?
E-selectin induc: -0.1; DENV2 CPE: -2; C2C12 statin: -12; ERp5 inh: 3; S100A4 inh HTS: 4; SIRT5 inh: -2; PglD inh: 2

Results for O=C(O)c1ccc(CSC2CCCCC2)cc1 ?
E-selectin induc: -0.1; DENV2 CPE: -3; C2C12 statin: 4; ERp5 inh: 2; S100A4 inh HTS: -5; SIRT5 inh: -2; PglD inh: 6

How did CO[C@@H]1CN(C)C(=O)c2ccc(NC(=O)C3CCOCC3)cc2OC[C@@H](C)N(S(=O)(=O)c2ccc(C)cc2)C[C@H]1C do in these assays?
E-selectin induc: -0.2; DENV2 CPE: 2; C2C12 statin: 10; ERp5 inh: 3; S100A4 inh HTS: -11; SIRT5 inh: 0; PglD inh: 0

Results for Cc1ccc(Cn2c(=O)n(-c3ccccc3)c(=O)c3ccc(C(=O)NCc4ccco4)cc32)cc1 ?
DENV2 CPE: 4; C2C12 statin: -1; ERp5 inh: -1; S100A4 inh HTS: 0; PglD inh: 6

Results for O=C(/C=C\c1ccc2c(c1)OCO2)CC1(O)C(=O)Nc2ccccc21 (stereo not given) ?
E-selectin induc: -0.9; DENV2 CPE: -5; C2C12 statin: 7; ERp5 inh: -1; S100A4 inh HTS: -2; SIRT5 inh: 1; PglD inh: 1

Results for CC/C(=C(/CC)c1ccc(O)cc1)c1ccc(O)cc1 ?
E-selectin induc: 0.1; DENV2 CPE: -5; C2C12 statin: 4; ERp5 inh: 5; S100A4 inh HTS: -1; SIRT5 inh: -11; PglD inh: -3

Results for CCN(CCn1cccn1)C(=O)C1CCC(=O)N(CCN2CCOCC2)C1 (stereo not given) ?
DENV2 CPE: 3; C2C12 statin: 0; ERp5 inh: 3; S100A4 inh HTS: 2; SIRT5 inh: 7; PglD inh: 1

What do the screens show for `COc1cc(C(=O)NCC(c2ccccc2)N(C)C)ccc1OCC(=O)N1CCOCC1` (stereo not given)?
E-selectin induc: 3.2; DENV2 CPE: 1; ERp5 inh: 4; S100A4 inh HTS: 3; SIRT5 inh: -6

How did CN1CCN(C(=O)C[C@@H]2C[C@@H]3c4cc(NC(=O)c5ccc6c(c5)OCO6)ccc4O[C@@H]3[C@H](CO)O2)CC1 do in these assays?
E-selectin induc: -0.3; DENV2 CPE: 5; C2C12 statin: 1; ERp5 inh: 3; S100A4 inh HTS: -11; SIRT5 inh: 12; PglD inh: 2

What do the screens show for `CSc1ccc(S(=O)(=O)NC2CC2)cc1`?
DENV2 CPE: -5; C2C12 statin: 5; ERp5 inh: 3; S100A4 inh HTS: 1; SIRT5 inh: 1; PglD inh: 2

How did CCOc1ccc(S(=O)(=O)N2CCCC(C(=O)N3CCOCC3)C2)cc1C (stereo not given) do in these assays?
E-selectin induc: -4.6; DENV2 CPE: 3; ERp5 inh: 5; S100A4 inh HTS: -7; SIRT5 inh: -2; PglD inh: 0

How did C[C@@H]1CCCCO[C@@H](CN(C)Cc2ccc(C(F)(F)F)cc2)[C@@H](C)CN([C@H](C)CO)C(=O)c2cc(NC(=O)Nc3cccc4ccccc34)ccc2O1 do in these assays?
E-selectin induc: 0.1; DENV2 CPE: -10; PglD inh: 0

How did Cc1nc(N)[nH]c(=O)c1CCCNc1ccc([N+](=O)[O-])cc1 do in these assays?
E-selectin induc: 0.2; DENV2 CPE: -2; C2C12 statin: 4; ERp5 inh: -3; S100A4 inh HTS: 3; SIRT5 inh: -2; PglD inh: -3

How did CN(C)CC#Cc1cccc(-c2nc(C(=O)N3CCN(C)CC3)cc3c2[C@H](CCO)N(S(=O)C(C)(C)C)C3)c1 (stereo not given in full) do in these assays?
DENV2 CPE: -2; ERp5 inh: 3; S100A4 inh HTS: 10; SIRT5 inh: -3; PglD inh: -1

Results for CC(C)NC(=O)N(C)C[C@@H]1OCCCC[C@@H](C)Oc2ccc(NC(=O)c3ccccc3)cc2C(=O)N([C@@H](C)CO)C[C@@H]1C ?
E-selectin induc: -0.3; DENV2 CPE: 0; ERp5 inh: -1; S100A4 inh HTS: -5; SIRT5 inh: 0; PglD inh: 2

How did Cn1cnc(S(=O)(=O)N2CCCCC2c2cc(C(=O)Nc3ccccc3Cl)no2)c1 (stereo not given) do in these assays?
DENV2 CPE: 17; C2C12 statin: -14; ERp5 inh: -1; S100A4 inh HTS: -7; SIRT5 inh: -1; PglD inh: 4

Results for COc1ccc2c3c(n(C)c2c1)[C@@H](CO)N(C(=O)Nc1c(C)noc1C)CC31CCN(CC2CC2)CC1 ?
E-selectin induc: 0.2; DENV2 CPE: -3; ERp5 inh: -7; S100A4 inh HTS: 1; SIRT5 inh: -2

How did N#Cc1nc(-c2ccccc2)oc1N1CCCCC1 do in these assays?
DENV2 CPE: -1; C2C12 statin: 4; ERp5 inh: -6; S100A4 inh HTS: -6; SIRT5 inh: -10; PglD inh: 5

How did COc1ccc(C(OCC(O)CN(C)C2CCCCC2)c2ccc(OC)cc2)cc1 (stereo not given) do in these assays?
DENV2 CPE: -2; C2C12 statin: -4; ERp5 inh: 2; S100A4 inh HTS: 1; SIRT5 inh: -2; PglD inh: 6

Results for O=C(NCC[C@H]1CC[C@H](NS(=O)(=O)c2cccc(F)c2)[C@@H](CO)O1)C1CC1 ?
E-selectin induc: 0.1; DENV2 CPE: inconclusive; C2C12 statin: 2; ERp5 inh: 2; S100A4 inh HTS: 6; SIRT5 inh: 1; PglD inh: 3

Results for O=C(CNC(=O)c1ccco1)OCc1ccc(C(=O)c2ccccc2)cc1 ?
DENV2 CPE: 1; ERp5 inh: 1; S100A4 inh HTS: 0; SIRT5 inh: -2

What do the screens show for `COc1ccc(S(=O)(=O)N(C)C[C@@H]2Oc3c(NS(=O)(=O)c4ccc(F)cc4)cccc3C(=O)N([C@@H](C)CO)C[C@H]2C)cc1`?
E-selectin induc: -3.2; DENV2 CPE: 12; C2C12 statin: -32; PglD inh: -1

How did CN(C)CCCC1(O)c2ccccc2CCc2ccccc21 do in these assays?
E-selectin induc: 0.0; DENV2 CPE: 4; C2C12 statin: 1; ERp5 inh: -4; S100A4 inh HTS: 2; SIRT5 inh: 0

How did O=C(CC1C(=O)NCCN1CC(c1ccccc1)c1ccccc1)NCC1CCOCC1 (stereo not given) do in these assays?
E-selectin induc: -0.1; DENV2 CPE: 7; ERp5 inh: 5; S100A4 inh HTS: 2; SIRT5 inh: -1; PglD inh: -2

What do the screens show for `Cc1nc2ccc(NC(=O)Cc3ccc(Br)cc3)cc2s1`?
E-selectin induc: 7.3; DENV2 CPE: -2; ERp5 inh: -1; S100A4 inh HTS: -4; SIRT5 inh: -3

What do the screens show for `Cc1nnsc1C(=O)N1CCC(C(=O)c2ccccc2)CC1`?
DENV2 CPE: -5; S100A4 inh HTS: 1; SIRT5 inh: -5

What do the screens show for `Cn1/c(=N/NC(=O)c2ccccc2F)sc2ccccc21`?
DENV2 CPE: -2; ERp5 inh: -2; S100A4 inh HTS: 0; SIRT5 inh: -3

Results for C[C@H](CO)N1C[C@H](C)[C@@H](CN(C)Cc2ccccc2)Oc2ccc(NC(=O)NC3CCCCC3)cc2C1=O ?
E-selectin induc: 0.1; DENV2 CPE: -5; C2C12 statin: -2; ERp5 inh: -11; S100A4 inh HTS: 4; SIRT5 inh: 5; PglD inh: 0

Results for CC(=O)[C@H]1[C@H]([C@H](O)[C@H](O)CO)O[C@](O)(C(=O)O)C[C@@H]1O ?
DENV2 CPE: 7; C2C12 statin: 6; ERp5 inh: 2; S100A4 inh HTS: 2; PglD inh: -2

Results for CCN(CC)S(=O)(=O)c1ccc(OCC(=O)NCc2ccco2)cc1 ?
E-selectin induc: 0.0; DENV2 CPE: 3; C2C12 statin: -2; ERp5 inh: 4; S100A4 inh HTS: 7; SIRT5 inh: -1; PglD inh: 3

Results for CC1(C)c2[nH]c3ccccc3c2C[C@H]2C(=O)N(N)CC(=O)N21 ?
DENV2 CPE: inconclusive; C2C12 statin: -3; ERp5 inh: 1; S100A4 inh HTS: 0; SIRT5 inh: -2; PglD inh: 0

How did CCCNC(=O)N[C@@H]1C=C[C@@H](CC(=O)NC2CCC2)O[C@@H]1CO do in these assays?
E-selectin induc: -0.3; DENV2 CPE: -5; C2C12 statin: -2; ERp5 inh: 8; S100A4 inh HTS: 15; SIRT5 inh: -1; PglD inh: -1

Results for COC(=O)C(NS(=O)(=O)c1ccc(NC(C)=O)cc1)C(C)C (stereo not given) ?
DENV2 CPE: -3; C2C12 statin: 23; ERp5 inh: -5; S100A4 inh HTS: -6; SIRT5 inh: 12; PglD inh: 1

How did CCCNC(=O)C[C@H]1C[C@H]2c3cc(NC(=O)C4CCC4)ccc3O[C@H]2[C@@H](CO)O1 do in these assays?
E-selectin induc: -0.3; DENV2 CPE: inconclusive; C2C12 statin: 0; ERp5 inh: -4; S100A4 inh HTS: -16; SIRT5 inh: -7; PglD inh: 2

How did CN(Cc1nc(-c2cccs2)no1)CC(O)c1ccccc1 (stereo not given) do in these assays?
E-selectin induc: 0.7; DENV2 CPE: -3; C2C12 statin: 9; ERp5 inh: inconclusive; S100A4 inh HTS: 5; SIRT5 inh: 2; PglD inh: 3

What do the screens show for `C/C(=N/O)c1no[n+]([O-])c1/C(C)=N\O`?
E-selectin induc: 7.6; DENV2 CPE: 16; ERp5 inh: 2; S100A4 inh HTS: -4; SIRT5 inh: -5; PglD inh: -3

Results for Cc1noc(C)c1NC(=O)Nc1ccc2c(c1)C(=O)N(C)[C@@H]1CC[C@@H](CC(=O)NCc3ccc(Cl)cc3)O[C@H]1CO2 ?
E-selectin induc: -0.1; DENV2 CPE: 11; C2C12 statin: 8; ERp5 inh: 3; S100A4 inh HTS: 5; SIRT5 inh: 2; PglD inh: 2

What do the screens show for `CCC(=O)N1CC(=O)N2[C@@H](CO)[C@H](c3ccc(C#CCc4ccccc4)cc3)[C@@H]2C1`?
E-selectin induc: 0.2; DENV2 CPE: -5; ERp5 inh: -4; S100A4 inh HTS: 14; SIRT5 inh: -4

How did CN(C)C(=O)C[C@@H]1CC[C@H](NS(=O)(=O)c2ccccc2)[C@H](CO)O1 do in these assays?
E-selectin induc: -0.2; DENV2 CPE: 1; C2C12 statin: 9; ERp5 inh: -3; S100A4 inh HTS: -5; SIRT5 inh: 2; PglD inh: 1

How did CCCNC(=O)C(Cc1ccccc1)NC(=O)c1ccccn1 (stereo not given) do in these assays?
E-selectin induc: 0.0; DENV2 CPE: 17; C2C12 statin: 6; ERp5 inh: 3; S100A4 inh HTS: -4; SIRT5 inh: -3; PglD inh: 0

Some of these compounds in order of formula weight, rising:
How did CCCNC(=O)N[C@@H]1C=C[C@@H](CC(=O)NC2CCC2)O[C@@H]1CO do in these assays?
E-selectin induc: -0.3; DENV2 CPE: -5; C2C12 statin: -2; ERp5 inh: 8; S100A4 inh HTS: 15; SIRT5 inh: -1; PglD inh: -1

Results for COC(=O)C(NS(=O)(=O)c1ccc(NC(C)=O)cc1)C(C)C (stereo not given) ?
DENV2 CPE: -3; C2C12 statin: 23; ERp5 inh: -5; S100A4 inh HTS: -6; SIRT5 inh: 12; PglD inh: 1

How did CN(C)C(=O)C[C@@H]1CC[C@H](NS(=O)(=O)c2ccccc2)[C@H](CO)O1 do in these assays?
E-selectin induc: -0.2; DENV2 CPE: 1; C2C12 statin: 9; ERp5 inh: -3; S100A4 inh HTS: -5; SIRT5 inh: 2; PglD inh: 1

Results for Cc1noc(C)c1NC(=O)Nc1ccc2c(c1)C(=O)N(C)[C@@H]1CC[C@@H](CC(=O)NCc3ccc(Cl)cc3)O[C@H]1CO2 ?
E-selectin induc: -0.1; DENV2 CPE: 11; C2C12 statin: 8; ERp5 inh: 3; S100A4 inh HTS: 5; SIRT5 inh: 2; PglD inh: 2
